Bioassay records as filed in PubChem.
All columns: NCI-60 one-dose screen, growth in % after 48 h at 10 µM unless noted; 100 = growth as untreated, 0 = no growth, -100 = all killed.
MCF7 = MCF7 breast cancer. hit rate 6.3% among 82,000. AID 1794796
MDA-MB-231 = MDA-MB-231 breast cancer | hit rate 5% among 81,000 | AID 1794789
T-47D = T-47D breast cancer. AID 1794792. hit rate 5% among 79,000
K-562 = K-562 leukemia. hit rate 7.4% among 78,000. AID 1794777
SR = SR leukemia cells; hit rate 8.7% among 73,000
BT-549 = BT-549 breast cancer; hit rate 4.4% among 78,000
MDA-MB-468 = MDA-MB-468 breast cancer. hit rate 8.5% among 78,000
MOLT-4 = MOLT-4 leukemia cells | hit rate 6.9% among 80,000 | AID 1794779
Numbers without * were called inactive; / = no result given; & = joins results of further samples; [ ] = remark or other dose. The calls were made as follows: active = growth percent below 10; inactive = the rest.

Value order – MCF7, MDA-MB-231, T-47D, K-562, SR, BT-549, MDA-MB-468, MOLT-4
[1] CCCCCCCCCCCCSC1=CC(=O)C=CC1=O
    69, 97, 31, 75, 72, 17, 83, -1.0*
[2] O=C(NN1C(=O)/C(=C/c2cccs2)SC1=S)c1ccc(O)cc1
    102, 103, 100, 97, 98, 96, 106, 104
[3] Nc1ccc(-c2nnc3n2N=CC(c2ccc(O)cc2)S3)cc1 (stereo not drawn)
    83, 61, 86, 111, 106, 92, 95, 103
[4] CCN(CC)C(=S)SC(SC(=S)N(CC)CC)C(=O)c1nnn(-c2ccc(Cl)cc2)c1C
    59, 101, 80, 74, 65, 110, 108, 92
[5] Cc1ccc(C2CC(c3cccc(Nc4ccncc4)c3)=NN2c2ccccc2)cc1 (stereo not drawn)
    -92*, -88*, -58*, -16*, -13*, 81, -79*, -27*
[6] CCOC(=O)c1[nH]cnc1/N=N/N(C)C
    90, 101, 93, 102, 90, 117, 95, 101
[7] CCOc1ccc(NC(=O)CSc2oc(-c3ccccc3)nc2S(=O)(=O)c2ccc(F)cc2)cc1
    71, 64, 63, 66, 70, 97, 58, 64
[8] CC(C)Cn1cnc2c3ccccc3nc(NCn3nc(-c4cc(Cl)cc(Cl)c4Cl)n(/N=C/c4ccc(F)cc4)c3=S)c21
    101, 88, 78, 77, /, 99, /, 89
[9] c1ccc(CC(Cc2ccccc2)c2ccccn2)cc1
    105, 93, 85, 106, 84, 100, 103, 98
[10] CCCCCCCCCCCC(=O)Nc1ccc(N(CC)CC)cc1
    91, 96, 84, 100, 100, 108, 83, 96
[11] O=C(Nc1ccc(C(=O)O)c(O)c1)Oc1ccccc1
    93, 100, 62, 74, 80, 88, /, 98
[12] CCC(=O)[C@@H]1CC[C@H](C)c2ccc(C)nc2C1
    90, 96, 111, 97, 99, 101, 96, 99
[13] CCS(=O)(=O)Oc1ccc(-c2ccc3occc3c2)cc1
    81, 95, 100, 83, 104, 86, 75, 84
[14] Nc1ncnn1Cc1ccccc1
    91&90, 108&95, 108&100, 105&121, 95&95, 108&107, 89&95, 105&102
[15] CC1(C)CC(C(=O)OCCCCCCCCCCC[P+](c2ccccc2)(c2ccccc2)c2ccccc2)C(C)(C)N1O (stereo not drawn)
    -81*, -70*, -54*, -76*, -58*, -42*, /, -57*
[16] C=Cc1cc(C)cc(OC)c1O
    87, 100, 86, 105, 117, 106, 105, 113
[17] COc1cc2c(cc1OC)C1CC3(CCCCC3)ON1CC2 (stereo not drawn)
    101[100 µM], 88[100 µM], 86[100 µM], 81[100 µM], 60[100 µM], 106[100 µM], 93[100 µM], 92[100 µM]
[18] Oc1ccc(-c2[nH]c3ccccc3c2-c2nc3ccccc3o2)cc1
    24, 49, 40, 19, 15, 65, 26, 59
[19] Cc1[nH]c(=S)nc(N)c1N
    96, 103, 97, 100, 96, 120, 108, 74
[20] O=C(C(Cl)Cl)N(Cc1ccccc1)Cc1ccccc1
    93, 98, 101, 87, 92, 126, 89, 100
[21] CCCc1n(Cc2ccc3ccccc3n2)cc[n+]1Cc1ccc2ccccc2c1
    2.9*, -5.5*, -3.0*, 5.0*, -0.8*, -3.9*, -28*, -1.3*
[22] N#CC(C#N)=C(C#N)NC12CC3CC(CC(C3)C1)C2
    100, 99, 114, 92, 72, 116, 97, 101
[23] CCOC(=O)OC(C)CNC(=O)C(C)OC(=O)OCC (stereo not drawn)
    94, 104, 90, 118, 112, /, 96, 114
[24] O=C1c2ccccc2C(=O)c2c(O)c(Cl)cc(O)c21
    50, 96, 28, 57, 62, 99, -16*, 76
[25] C[N+](C)(C)CN1C(=O)c2ccccc2C1=O
    93, 114, 97, 92, 84, 99, /, 94
[26] O=C(CCCCN1CC(=O)N2[C@H](c3ccc(Br)cc3)c3[nH]c4ccccc4c3C[C@@H]2C1=O)NO
    74, 73, 64, 64, 34, 84, 78, 57
[27] O=C(CCCn1c2c(sc3ncccc32)c(=O)n2nnc(-c3ccccc3)c12)NCCc1cnc[nH]1
    65, 99, 40, 35, 93, 107, 82, 67
[28] Nc1nc(-c2ccccc2)c(CC(=O)O)c(-c2nc(N)nc(-c3ccccc3)c2CC(=O)O)n1
    99, /, /, 104, /, 111, 99, 92
[29] Cc1ccc(S(=O)(=O)Nc2ccc(C(=O)/C=C/c3ccccc3F)cc2)cc1
    55, 104, 90, 84, 76, 97, 94, 88
[30] COc1cc(-c2nccc3[nH]c(-c4cccc5[nH]ccc45)nc23)cc(OC)c1OC
    9.9*, 20, 40, 8.4*, 8.9*, 43, -26*, 20
[31] Cn1cccc1-c1cc(-c2ccc(Br)cc2)n(C=O)c(=O)c1C#N
    101, 117, 100, 45, 86, 93, 99, 93
[32] CC(C)c1ccc(C(=O)OC(=O)c2ccc(C(C)C)cc2)cc1
    98, 116, 95, 75, 60, 88, 110, 66
[33] COc1ccc(-c2nn(-c3ccccc3)cc2/C=C2\SC(=S)N(c3ccc(Cl)cc3)C2=O)cc1
    85, 78, 69, 82, 86, 103, /, 103
[34] CC(=O)OC[C@]1(C)CC[C@]2(C)CC[C@]3(C)C(=C2C1)C=C[C@@H]1[C@@]2(C)CCCNC(C)(C)[C@@H]2CC[C@]13C
    93, 101, 107, 102, 87, 117, 106, 102
[35] Cc1ccc(C(=O)Nc2ccc(C(=O)NC(=S)Nc3ccc(S(N)(=O)=O)cc3)cc2)cc1
    93, 100, 70, 85, 103, /, 108, 106
[36] COc1ccccc1C(C[N+](=O)[O-])c1c(-c2ccccc2)[nH]c2ccccc12 (stereo not drawn)
    97, 74, 57, 86, 87, 103, 78, 78
[37] CCC(C)/C=C(\C)C(O)Cc1cc(O)cc(=O)o1 (stereo not drawn)
    91, 123, 86, 98, 100, 99, 99, 100
[38] COc1ccc(CNCCCN2C(=O)c3ccc4c5c(ccc(c35)C2=O)C(=O)N(CCCNCc2ccc(OC)c(OC)c2OC)C4=O)c(OC)c1OC
    -85*, -53*, -40*, -49*, -55*, -91*, -95*, -44*
[39] Cc1ccc2c(C3C4=C(CCCC4=O)OC3c3cc(=O)oc4ccc(C)cc34)cc(=O)oc2c1 (stereo not drawn)
    92, 118, 90, 86, 85, 102, 109, 89
[40] O=C(OCc1ccccc1OC1O[C@H](CO)[C@@H](O)[C@H](O)[C@H]1O)[C@@]1(O)C(=O)C2C=CC1C1C2C=CC(=O)[C@]1(O)C(=O)OCc1ccccc1O[C@@H]1O[C@@H](CO)[C@H](O)[C@@H](O)[C@@H]1O (stereo partly drawn)
    105, 91, 112, 108, 107, 120, 121, 92
[41] O=c1[nH]nc(-c2ccc(Br)cc2)cc1Cc1ccc(O)cc1
    86, 88, 83, 81, -29*, 96, 107, 18
[42] O=C(NNC(=O)c1ccc(OCc2nc3ccc(Cl)cc3[nH]2)cc1)Nc1ccc(Cl)c(Cl)c1
    38, 44, -1.9*, 30, 69, 119, -15*, 94
[43] COc1cc(-c2cc(-c3nc4cc(Cl)c(Cl)cc4[nH]3)[nH]n2)cc(OC)c1OC
    48, 74, -11*, 18, 55, 35, 52, /
[44] O=c1cc(CSc2nnc(SCc3cc(=O)oc4c3ccc3ccccc34)o2)c2ccc3ccccc3c2o1
    94, 96, 79, 98, 92, 107, 110, 98
[45] Cc1cc2cn3c4ccc(O)cc4nc(N)c3c2cc1C
    -47*, 27, /, -15*, -23*, /, -9.7*, 5.2*
[46] Cc1ccc2oc(=O)cc(C3OC4=C(C(=O)CCC4)C3c3cc(=O)oc4ccc(C)cc34)c2c1 (stereo not drawn)
    90, 104, 88, /, 106, 97, 112, 97
[47] CC/C(=C(/c1ccc(O)cc1)c1ccc(OCCN(C)C(=O)CCOCCNC(=O)c2cccc3c2CN([C@@H]2CCC(=O)NC2=O)C3=O)cc1)c1ccccc1
    47, 99, 74, /, /, 93, 90, /
[48] CCCCCCOC(=O)CC1=C(C)/C(=C/c2[nH]c(-c3ccc[nH]3)cc2OC)N=C1C
    -24*, -51*, -33*, -34*, -44*, -34*, -60*, -30*
[49] COc1cc2nc(-c3ccc(C(F)(F)F)cc3)cc(OCCN3CCCC3)c2cc1OC
    85, 75, 87, 47, 30, 70, 89, 74
[50] C=CCCCCCCCCC(=O)OCC(C)C
    107, 115, /, 104, 94, 105, 96, 101
[51] Fc1ccc(N2CCN(c3ncnc4[nH]ccc34)CC2)cc1
    88, 83, 45, 79, 64, 67, 65, 69
[52] COc1ccc(C(=O)c2oc3ccc(Cl)cc3c2N)cc1
    88, 93, 95, /, 104, 100, 109, 87
[53] O=c1c2c3c(sc2nc(SCc2nc(=S)[nH][nH]2)n1-c1ccc(Cl)cc1)CCCC3
    90, 94, 99, 96, 92, 115, 109, 109
[54] Cc1cc(C)n(-c2cn3c(-c4ccccc4)csc3n2)n1
    89, 86, 87, 77, 81, 95, 102, 94
[55] c1csc(C(CC2CCCCC2)c2ccc3ccccc3c2)c1 (stereo not drawn)
    104, 106, 85, 106, 99, 122, 111, 101
[56] CCCOc1ccc(OCC(=O)c2ccccc2)cc1
    107, 110, 105, 111, 88, /, 106, 80
[57] Cc1nc2sc(C(=O)Nc3cccc(Br)c3)c(N)c2cc1C(O)c1ccccc1 (stereo not drawn)
    22, 24, 43, 8.0*, 13, 54, 12, 17
[58] COc1cc(/C=N/Nc2ccc(Cl)cc2Cl)cc(OC)c1OC
    86, 83, 74, 77, 64, 102, /, 83
[59] Nc1ccccc1-c1ccc(-c2ccccc2)c2c1[nH]c1ccccc12
    82, 96, 60, 91, 93, 89, 99, 55
[60] CCOC(=O)CCCS(C)(=O)=O
    93, 99, 102, 113, /, 100, 126, 96

Some of these compounds in order of SMILES length, ascending:
Value order – MCF7, MDA-MB-231, T-47D, K-562, SR, BT-549, MDA-MB-468, MOLT-4
[60] CCOC(=O)CCCS(C)(=O)=O
    93, 99, 102, 113, /, 100, 126, 96
[50] C=CCCCCCCCCC(=O)OCC(C)C
    107, 115, /, 104, 94, 105, 96, 101
[56] CCCOc1ccc(OCC(=O)c2ccccc2)cc1
    107, 110, 105, 111, 88, /, 106, 80
[55] c1csc(C(CC2CCCCC2)c2ccc3ccccc3c2)c1 (stereo not drawn)
    104, 106, 85, 106, 99, 122, 111, 101
[51] Fc1ccc(N2CCN(c3ncnc4[nH]ccc34)CC2)cc1
    88, 83, 45, 79, 64, 67, 65, 69
[59] Nc1ccccc1-c1ccc(-c2ccccc2)c2c1[nH]c1ccccc12
    82, 96, 60, 91, 93, 89, 99, 55
[57] Cc1nc2sc(C(=O)Nc3cccc(Br)c3)c(N)c2cc1C(O)c1ccccc1 (stereo not drawn)
    22, 24, 43, 8.0*, 13, 54, 12, 17
[46] Cc1ccc2oc(=O)cc(C3OC4=C(C(=O)CCC4)C3c3cc(=O)oc4ccc(C)cc34)c2c1 (stereo not drawn)
    90, 104, 88, /, 106, 97, 112, 97
[47] CC/C(=C(/c1ccc(O)cc1)c1ccc(OCCN(C)C(=O)CCOCCNC(=O)c2cccc3c2CN([C@@H]2CCC(=O)NC2=O)C3=O)cc1)c1ccccc1
    47, 99, 74, /, /, 93, 90, /

The results go on:
Value order – MCF7, MDA-MB-231, T-47D, K-562, SR, BT-549, MDA-MB-468, MOLT-4
[61] C[n+]1cc2c3c(ccc2c2ccc4cc5c(cc4c21)OCO5)OCO3
    -73*, -76*, -78*, -5.2*, /, -92*, -94*, /
[62] COC(=O)c1noc2cc([N+](=O)[O-])ccc12
    96, 102, 94, 102, 100, 106, 109, /
[63] C=C(C)[C@@H]1CC[C@]2(C(=O)N[C@H](C)C(=O)OC)CC[C@]3(C)[C@H](CC[C@@H]4[C@@]5(C)Cc6c([nH]c7ccccc67)C(C)(C)[C@@H]5CC[C@]43C)[C@@H]12
    74, 96, 75, 74, 77, 105, 94, 79
[64] CCCCCCCCOc1ccc(/C=N/Nc2cc(C)nc3ccc(Br)cc23)cc1OCCCCCCCC
    90, 101, 96, 101, 112, 110, 110, 104
[65] CC(=O)C1=C(C)Nc2nc3ccccc3n2C1c1ccc2c(c1)OCO2 (stereo not drawn)
    96, 94, 86, 83, 74, 102, 109, 102
[66] CNC(=O)c1cn2c3c(c(N4CCN(C)CC4)c(F)cc3c1=O)OC[C@@H]2C
    96, 102, 99, 102, 91, 104, 98, 101
[67] COc1ccc([C@H]2C(C(=O)c3ccc(Cl)cc3)C3(N[C@@H]2c2ccccc2)C(=O)Nc2ccccc23)cc1 (stereo partly drawn)
    7.5*, 26, 17, 19, /, 84, 29, 19
[68] CCOC(=O)OCCSCCOC(=O)OCC
    87, 110, 106, 88, 88, 104, 89, 115
[69] CO/C(=C\c1ccc(O)cc1)C(=O)N/C=C/c1cc(Br)c(O)c(Br)c1
    69, 117, 96, /, 68, 69, 85, 69
[70] Cn1ncc(CC(=O)O)c1NS(=O)(=O)c1ccccc1N
    120, 99, 103, 103, 91, 95, 98, 107
